Screening results as filed in PubChem BioAssay.
PTAP TSG101 blk = blocks PTAP/TSG101 interaction to inhibit HIV-1 budding | AID 493005 | Q99816 | Potency, µM (highest dose often 115 µM), inactives show at the highest dose activity change, negative = inhibition, actives largely listed as inhibitors | Fluorescence polarization, FITC-PTAP peptide / Tsg101 binding | 340,000 tested, under 10 active; active = well fitted inhibition curve with a large enough effect in the main read-out, with a control signal flat, not every such curve was filed as active; inconclusive = small, poorly fitted or top-dose-only effect, or effect the other way, or a change in a side signal; inactive = no such curve, though single readings can be large or run the other way; also: potency is read from the fitted curve at half-maximal effect; % of control where 0% means no effect
Target sequence (Q99816 whole entry, looked up): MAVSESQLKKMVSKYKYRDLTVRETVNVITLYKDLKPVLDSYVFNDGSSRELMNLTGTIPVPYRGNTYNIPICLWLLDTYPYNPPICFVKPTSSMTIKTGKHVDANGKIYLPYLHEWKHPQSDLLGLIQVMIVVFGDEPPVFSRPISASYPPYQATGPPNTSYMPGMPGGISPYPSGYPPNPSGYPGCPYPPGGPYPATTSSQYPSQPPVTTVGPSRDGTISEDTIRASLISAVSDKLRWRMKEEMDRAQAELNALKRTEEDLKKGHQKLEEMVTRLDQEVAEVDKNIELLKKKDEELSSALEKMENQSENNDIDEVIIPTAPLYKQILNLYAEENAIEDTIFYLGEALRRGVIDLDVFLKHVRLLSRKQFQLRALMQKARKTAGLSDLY
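Compounds were pin-transferred onto Tsg101 binding domain (10 uM final) in HEPES pH 7.5 buffer, then FITC-PTAP peptide was added at 50 nM final. After 20 min at RT, polarization reported peptide displacement across a qHTS concentration series.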
BRCA1 expr act = increases BRCA1 expression. MCF7-BRCA1-FFLuc reporter, luminescence, 48 h; response scale: scaled: vehicle 0%, 10 µM genistein 100%. Potency, µM (doses to about 46.1 µM), without a hit: at the highest dose activation, most hits filed as activators. hit rate 1.1% among 380,000. AID 624202; also: potency is read from the fitted curve at half-maximal effect; nearly all actives have a fitted effect of over 80% in size; some results filed as inactive show a strong effect at the top dose
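Luminescence from a BRCA1-driven firefly luciferase in MCF7 cells was read after 48 h compound exposure at 37 C. Data normalized against DMSO and a 10microM genistein activation control, then curve-fitted across the titration.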
S-ASM inh = human S-ASM enzyme inhibition; hit rate 0.006% among 340,000; placental ASM, HMU-PC fluorogenic substrate, 60 min; Potency, µM (titrated, usually from 57.5 µM), for inactives: at the top dose activity change, negative = inhibition, hits mostly inhibitors; P17405; also: potency is read from the fitted curve at half-maximal effect
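Human placenta-derived ASM enzyme was preincubated with compound for 10 minutes at room temperature, then given fluorogenic substrate HMU-PC0 (9 uM final) for 60 minutes at 37 °C; a pH 10 stop preceded fluorescence reading at Ex 386/Em 447 nm.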
B2AR arrestin = agonists driving beta-arrestin recruitment to human beta2-adrenergic receptor. beta-arrestin recruitment to beta2AR, cell-based reporter. Potency, µM (titrated, usually from 46.1 µM), for the others: top-dose activation, actives largely listed as activators. hit rate 0.02% among 330,000;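 also: potency is read from the fitted curve at half-maximal effect; 0% = DMSO controls and full agonism = EC100 isoproterenol or metaproterenol; nearly all actives have a fitted effect of over 65% in size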
p53 reactivation = re-activators of mutant p53; H1299 p53-A138V BP100-luciferase reporter, luminescence, 24 h; Potency, µM (doses to about 92.2 µM), without a hit: at the highest dose activity change, positive = activation, most hits filed as activators; hit rate 0.063% among 320,000; AID 504706; also: potency is read from the fitted curve at half-maximal effect; % of control where 0% means no effect; nearly all actives have a fitted effect of over 45% in size
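p53-null H1299 cells stably carrying temperature-sensitive p53-A138V and a BP100-luciferase reporter were pinned with compounds (4-point, 1:5 series) and held 24 hrs at 37 deg C. Luminescence was read 10 min after detection reagent.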
Integrin act MD = activators of alpha7 integrin expression for muscular dystrophy. alpha7betagal myoblasts, beta-gal FDG fluorescence, 48 h. Potency, µM (series often up to 38.3 µM), for inactives: at the highest dose activation, most hits filed as activators. hit rate 0.064% among 350,000. AID 624291;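 also: potency is read from the fitted curve at half-maximal effect; 100% = response of the positive control SU9516; nearly all actives have a fitted effect of over 60% in size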
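Alpha7betagal+/- myoblasts (passage 13) were plated 16-24 hr, then exposed to compounds (1:260 dilution of DMSO stock) for 48 hours at 37C. After MPER lysis, β-galactosidase reporter activity was read as FDG fluorescence (ex 480/em 540) after 30 minutes.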
ELG1 genotoxic = inducers of genotoxicity in HEK293T ELG1-luciferase cells; HEK293T ELG1-luciferase reporter, luminescence, 16 h; Potency, µM (doses to about 46 µM), for the others: at the highest dose activity change, positive = activation, actives largely listed as activators; hit rate 1.3% among 330,000; also: potency is read from the fitted curve at half-maximal effect; % of control where 0% means no effect; nearly all actives have a fitted effect of over 60% in size
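16 hr compound incubation (37 °C, 5% CO2) of HEK293T cells carrying luciferase-tagged ELG1; luciferase then measured by ONE-Glo luminescence after 30 min at RT.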
Eya2 phos inh = inhibitors of human Eya2 phosphatase activity. O00167. recombinant Eya2, OMFP fluorescence dephosphorylation (OMFP is methylfluorescein phosphate). Potency, µM (top dose mostly 76.9 µM), for the others: at the highest dose activity, negative = inhibition, most hits filed as inhibitors. hit rate 0.006% among 330,000. AID 488837; also: potency is read from the fitted curve at half-maximal effect; % is scaled to controls: 0 for no effect and ±100 for the full control effect
Target sequence (O00167 whole entry, looked up): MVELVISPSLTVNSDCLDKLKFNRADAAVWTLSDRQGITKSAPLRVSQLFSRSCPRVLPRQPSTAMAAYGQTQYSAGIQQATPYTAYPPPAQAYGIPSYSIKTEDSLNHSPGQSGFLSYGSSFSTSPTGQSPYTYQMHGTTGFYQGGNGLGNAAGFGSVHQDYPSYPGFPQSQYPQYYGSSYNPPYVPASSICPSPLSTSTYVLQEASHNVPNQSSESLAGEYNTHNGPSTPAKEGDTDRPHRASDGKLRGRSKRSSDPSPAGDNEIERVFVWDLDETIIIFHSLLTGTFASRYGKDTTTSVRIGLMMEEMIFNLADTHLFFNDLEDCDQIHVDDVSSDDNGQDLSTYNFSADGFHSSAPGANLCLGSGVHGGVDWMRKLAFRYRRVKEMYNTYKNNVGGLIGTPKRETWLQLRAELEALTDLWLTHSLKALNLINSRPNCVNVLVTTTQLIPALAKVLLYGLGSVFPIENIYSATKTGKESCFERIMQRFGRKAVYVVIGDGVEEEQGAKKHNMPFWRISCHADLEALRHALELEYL
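Eya2 (0.2 uM) preincubated 10 min at ambient with compound, then OMFP substrate added at 50 uM; 10 min reaction in 50 mM HEPES pH 7.5, 50 mM NaCl, 5 uM MgCl2, 0.05% BSA, 1 mM DTT. Fluorescence read at Ex 485/Em 525 nm.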
uPA surface inh = inhibitors of cell surface uPA generation; cell surface uPA generation assay, qHTS; Potency, µM (doses to about 38.3 µM), without a hit: top-dose activity change, negative = inhibition, most hits filed as inhibitors; hit rate 0.31% among 330,000; active = well fitted inhibition curve with a large enough effect; inconclusive = small, poorly fitted or top-dose-only effect; inactive = no such curve, though single readings can be large or run the other way; tested in mouse RAW 264.7 cells; also: potency is read from the fitted curve at half-maximal effect; % is scaled to controls: 0 for no effect and ±100 for the full control effect; nearly all actives have a fitted effect of over 55% in size
USP2a inh = USP2a (human) protease inhibition; O75604; USP2 core, Ub-CHOP2 coupled fluorogenic reporter, 485/531; Potency, µM (highest dose often 38.3 µM), for the others: at the highest dose activity change, negative = inhibition, usual class: inhibitors; hit rate 0.01% among 330,000;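 also: potency is read from the fitted curve at half-maximal effect; plate controls were DMSO wells for no effect and full inhibition by NEM control for full effect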
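USP2 core (10nM final) preincubated 30min RT with compound in 20mM Tris-HCl pH 8.0, 2mM CaCl2, 2mM beta-mercaptoethanol, 0.05% CHAPS; 25nM Ub-CHOP2 plus 25nM reporter substrate added, fluorescence (Ex485/Em531) read after 60min.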
TRPV1 ag = human TRPV1 agonism. TRPV1-expressing cells, Fluo-8 calcium influx, agonist mode. activation, % at 8.33 µM. hit rate 0.19% among 320,000; in the data active = activation above about 80%; inconclusive = between about 30% and that limit; also: 0% is about no effect
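Fluo-8 calcium influx in TRPV1-expressing cells, kinetic read (ex 480/em 520 nm). Compound added and read 3 min for agonist activity, followed by capsaicin at EC20 final and 2 min further read for enhancement.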
The depositor's hits bear a star; ? = inconclusive; nt = no result given; [ ] = remark or other dose. Unless noted, calls follow the shape of the dose curve; as a rule, active = well fitted curve in the direction sought with a large enough effect; inconclusive = small, poorly fitted or top-dose-only effect, or another doubt; inactive = no such curve, though single readings can be large; an effect the other way counts as inactive or inconclusive.

Molecule	PTAP TSG101 blk	BRCA1 expr act	S-ASM inh	B2AR arrestin	p53 reactivation	Integrin act MD	ELG1 genotoxic	Eya2 phos inh	uPA surface inh	USP2a inh	TRPV1 ag
COc1ccc(N(CC(=O)NCc2ccco2)S(=O)(=O)c2ccc(OC)c(OC)c2)cc1	-9%	3%	-2%	-0.3%	-6%	-20%	3%	24%[15.4 µM]	2%	1%	2
CCOC(=O)c1cccnc1SC(CC)C(=O)N1CCOCC1 (stereo unspecified)	-7%	12%	6%	0.1%	-9%	6%[7.66 µM]	-1%	13%	nt	4%	-3
CCOc1cc(/C=C(\C(=O)O)c2ccc(S(=O)(=O)N3CCCC3)s2)ccc1OC	-7%	6%	7%	-0.2%	1%	-31%	3%	17%	12%	0%	-1
CN(CC(=O)NCCc1ccccc1)S(=O)(=O)c1ccccc1	-4%	20%	2%	-0.2%	8%	-12%	7%	-3%	nt	2%	-3
CCOc1cccc(/C=N/Nc2ccc(S(=O)(=O)N(CC)CC)cn2)c1O	-2%	-93%	6%	-0.5%	12%	-10%	nt	1%	-9%	4%	-1
CC(C)(O)c1ccc2c(c1)CCC1C(C)(C(=O)O)CCCC21C (stereo unspecified)	0%	1%	-2%	-0.8%	-2%	-11%	7%	13%	-8%	2%	0
COc1ccccc1CCC(=O)Nc1ccc(S(=O)(=O)Nc2cc(C)nc(C)n2)cc1	-1%	0%	1%	-0.1%	9%	-9%	-13%	5%	-1%	0%	-1
O=C(CSC1=NCCN1)Nc1cccc(C(F)(F)F)c1	2%	-25%	-1%	0.1%	-11%	13%	-12%	-8%	-14%	3%	1
C[C@H](NC(=O)OC(C)(C)C)c1nnc(SCC(=O)c2ccc(Cl)cc2)o1	-10%	-6%	2%	-0.5%	?	10%	-9%	-10%	0%	2%	10
O=C(/C=C/c1ccc(Cl)cc1)N1CCN(c2ccccn2)CC1	0%	3%	-4%	-1.0%	3%	2%	-1%	-10%	-4%	1%	4
CC(C)NC(=O)C1CCN(C(=O)c2cc3sccc3n2Cc2ccc(F)cc2)CC1	3%	-81%	1%	-0.4%	-3%	-41%	-11%	-11%	?	5%	4
CCc1nnc(NC(=O)c2ccc(S(=O)(=O)N3CCCCC3)cc2)s1	1%	23%	-1%	0.3%	4%	4%	1%	-13%	4%	0%	6
CCOc1ccc(C(=O)Nc2ccc3c(c2)OCCO3)cc1	-1%	6%	-1%	0.1%	nt	-8%	2.3µM*	12%	-14%	1%	5
O=C(O)c1ccc(-c2nc(-c3ccccc3Cl)cs2)cc1	3%	?	7%	0.0%	-6%	-17%	?	-16%	2%	0%	-4
CC(=O)Nc1ccc(NC(=O)C2(C)CC2(Cl)Cl)cc1 (stereo unspecified)	3%	-18%	3%	-0.1%	-1%	14%	3%	-3%	4%	-1%	3
Cc1c(Cc2ccccc2)c(=O)oc2c(C)c(OCC(=O)N[C@@H](Cc3ccccc3)C(=O)O)ccc12	-4%	-9%	2%	2.3%	nt	-25%	2%	6%	6%	-2%	1
Cn1c(SCC(=O)c2ccccc2)ncc(C(=O)Nc2ccccc2)c1=O	2%	-28%	0%	0.0%	21%	14%	?	5%	-1%	1%	0
COc1ccc(CN2CCNC(=O)C2CC(=O)N2CCCN(C(C)=O)CC2)cc1OC (stereo unspecified)	-4%	1%	0%	-0.9%	4%	5%	2%	23%	0%	2%	-5
CN(CC(=O)Nc1ccccc1Cl)C(=O)CSc1ncc(C(F)(F)F)cc1Cl	-9%	-24%	2%	-1.0%	-1%	4%	-3%	-2%	0%	0%	20
CCC(=O)O[C@]1(C(=O)CCl)[C@@H](C)C[C@H]2[C@@H]3CCC4=CC(=O)C=C[C@]4(C)[C@@]3(F)[C@@H](O)C[C@@]21C	-2%	-21%	-6%	-0.7%	5%	nt	0%	-1%	-38%	1%	8
CCCCCSc1nnc2c(n1)OC(c1cccn1C)N(C(C)=O)c1ccccc1-2 (stereo unspecified)	-4%	-2%	?	-0.4%	-1%	-10%	-3%	-1%	-6%	-1%	14
COc1cc(/C=C2\C(=N)N3N=C(S(C)(=O)=O)SC3=NC2=O)ccc1OC(=O)c1ccco1	0%	-3%	?	0.0%	-2%	13%	-1%	-3%	10%	1%	-2
COc1cccc(-c2nc3c(c(SCC(=O)N4CCOCC4)n2)Cc2c(CO)cnc(C)c2O3)c1	-10%	-9%	-3%	0.4%	0%	16%	-7%	-3%	14%	0%	-3
CCN(CC)S(=O)(=O)c1cc(NC(=O)C2CCN(c3ncnc4sc(C)c(C)c34)CC2)ccc1Cl	0%	-67%	-8%	-0.3%	2%	-2%	-7%	18%	-11%	3%	4
COC(=O)c1sc(NC(=O)CSc2nnc(C(C)C)n2C)nc1C	-7%	2%	4%	0.1%	11%	-4%	2%	1%	2%	0%	-1
O=C(c1c(F)cccc1F)N1CCN(c2ccccc2F)CC1	0%	-6%	6%	0.2%	0%	19%	-3%	-15%	-1%	0%	26
CCCCNc1ncnc2c1cnn2Cc1ccc(Cl)cc1	-3%	-22%	-2%	-0.1%	-3%	-1%	-8%	6%	?	-4%	25
O=C(c1cccc(Br)c1)N1CCN(S(=O)(=O)N2CCOCC2)CC1	-2%	-2%	-2%	-0.1%	1%	18%	1%	-3%	-7%	0%	3
O=C1CCCC2=C1C1c3ccccc3C(=O)N1c1ccc(C(=O)c3ccccc3)cc1N2 (stereo unspecified)	-5%	-55%	-7%	3.5%	-14%	22%	-6%	-2%	-14%	-21%	2
Cc1ccc(S(=O)(=O)NNC(=O)c2cccs2)c(C)c1	0%	?	4%	-0.1%	-7%	-5%	0%	1%	1%	0%	-5

The list goes on.
Order of values: PTAP TSG101 blk, BRCA1 expr act, S-ASM inh, B2AR arrestin, p53 reactivation, Integrin act MD, ELG1 genotoxic, Eya2 phos inh, uPA surface inh, USP2a inh, TRPV1 ag
CC1CN(c2nc3ccccc3cc2-c2ccccc2)CC(C)O1 (stereo unspecified)
 : -7%, 11%, 35%, 0.1%, 1%, -30%, 0%, ?, 0%, 0%, 7
Cc1ccc(NC(=O)CN(C)CC(=O)Nc2ccc(N3CCOCC3)cc2)c([N+](=O)[O-])c1
 : -3%, 2%, 0%, -0.4%, -3%, 5%, 5%, 1%, -6%, 2%, -1
COc1ccc(CN(C)C(=O)/C=C/c2ccc(S(=O)(=O)N3CCCCCC3)cc2)cc1
 : -1%, -76%, -3%, -1.1%, -11%, -30%, -9%, -12%, -13%, -4%, ?
COc1cccc(CC(NC(C)=O)C(=O)NC2CCN(S(=O)(=O)c3ccc(NC(C)=O)cc3)CC2)c1 (stereo unspecified)
 : -2%, -12%, 5%, -0.3%, -2%, 4%, 0%, -1%, -1%, 1%, 1
O=C(NC1CCCCCC1)c1ccc(CS(=O)(=O)Cc2ccccc2F)o1
 : -1%, 0%, 1%, 0.3%, -2%, -9%, -1%, 5%, 3%, 4%, 8

One compound at a time, from the list above.
`Cc1ccc(NC(=O)CN(C)CC(=O)Nc2ccc(N3CCOCC3)cc2)c([N+](=O)[O-])c1` is listed with PTAP TSG101 blk: -3%; BRCA1 expr act: 2%; S-ASM inh: 0%; B2AR arrestin: -0.4%; p53 reactivation: -3%; Integrin act MD: 5%; ELG1 genotoxic: 5%; Eya2 phos inh: 1%; uPA surface inh: -6%; USP2a inh: 2%; TRPV1 ag: -1
`CC1CN(c2nc3ccccc3cc2-c2ccccc2)CC(C)O1` (stereo unspecified) is listed with PTAP TSG101 blk: -7%; BRCA1 expr act: 11%; S-ASM inh: 35%; B2AR arrestin: 0.1%; p53 reactivation: 1%; Integrin act MD: -30%; ELG1 genotoxic: 0%; Eya2 phos inh: ?; uPA surface inh: 0%; USP2a inh: 0%; TRPV1 ag: 7
